# Screening results: PubChem BioAssay, several laboratories
# PKA-R1A act = activators of PKA-R1A complex; PKA-R1A dissociation, Cy5-IP20 fluorescence polarization; scaled: DMSO 0%, 113 µM cGMP 100%; activation, % at 11.4 µM; P00514+P68181; actives 0.083% (n = 340,000);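 active means percent activation above the mean of all tested compounds plus 3 SD, cut at about 19% in these data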;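 further: higher means more PKAc released from R1A so a rise in polarization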
# AddAB inh = less growth of phage-infected E. coli with AddAB | AID 435030 | E. coli expressing H. pylori AddAB, absorbance growth | inhibition, % at 11.9 µM | actives 0.29% (n = 330,000); in the data active means inhibition above about 12%;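 further: 0% = vehicle wells of infected cells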
# phage Ecoli inh = E. coli growth loss with phage present; actives 0.26% (n = 360,000); inhibition, % at 11.9 µM; growth absorbance; in the data active means inhibition above about 11%
# Tat transport = inhibitors of E. coli Tat protein transport; E. coli MC4100 TorA-mCherry Tat export, fluorescence; inhibition, % at 10 µM; actives 0.036% (n = 340,000); AID 488895;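 active means mean replicate inhibition at least 50% and at least half of replicates individually reaching 50%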;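 further: exported cargo escapes ClpAP degradation while cytoplasmic cargo is degraded and loses fluorescence; 0% = median of neutral control wells and 100% = median of NaSCN control wells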
# OPRM1-OPRD1 ag = OPRM1-OPRD1 heterodimerization agonism | cells, luminescence | activation, % at 9.3 µM | actives 0.3% (n = 340,000) | AID 504326; in the data active means activation above about 18%;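 further: 0% = vehicle-treated cells and 100% = reference agonist; values of inactives mirror those of a sister screen read the other way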
# PfHsp90 yeast 2 = inhibits growth of yeast expressing Plasmodium falciparum Hsp90. AID 504621. inhibition, % at 9.4 µM. actives 0.32% (n = 310,000). S. cerevisiae expressing PfHsp90, BacTiter-Glo ATP, 48 h; yeast lacking PDR1 and PDR3 efflux regulators;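 active means every replicate shows inhibition above about 80%, whatever the replicate mean, limit read from the data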;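 further: 0% = DMSO neutral controls and 100% = 20 µM radicicol positive controls; yeast relying on Plasmodium falciparum Hsp90 in place of its own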
# MOR-DOR inv ag = inverse agonists of human mu-delta opioid receptor heterodimerization. P35372+P41143. cell-based MOR-DOR heterodimer luminescence, inverse agonism. inhibition, % at 9.3 µM. actives 0.21% (n = 340,000); in the data active means inhibition above about 22%, passing the limit was not always enough;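 further: 0% = cells with DMSO and 100% = wells without cells with DMSO; values of inactives mirror those of a sister screen read the other way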
# Ecoli viability = bacterial growth inhibition, counter-screen for AddAB inhibitors; actives 0.27% (n = 330,000); AID 449728; E. coli V3065 growth, OD600 absorbance, 18 h; inhibition, % at 11.9 µM;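 active means inhibition above the campaign's mean inhibition across all tested compounds plus 3 SD, cut at about 9.9% in these data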;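 further: uninfected addAB+ strain grown without phage in ampicillin broth; 0% = DMSO wells and 100% = ciprofloxacin 0.95 µg/ml wells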
# SUMO Mot1 rescue = inhibitors of SUMOylation pathway: yeast Mot1-301 growth rescue; AID 2716; growth rescue, % at 18.8 µM; actives 1% (n = 320,000); S. cerevisiae Mot1-301 growth rescue, ATP luminescence, 38.5C; percent above DMSO median, 100 means doubled;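 active means every valid replicate shows activation above 250% relative to neutral control wells; inactive means the rest, any valid replicate at or below 250%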;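 further: OY570 slx delta 5 strain wells were the positive control but not used for scaling; some compounds called inactive have numbers as strong as hits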
# DSG3 Ab inh = human desmoglein-3 autoantibody binding inhibition; P32926; DSG3-coupled beads, scFv-anti-DSG3-GFP binding, flow cytometry; stronger effect = lower value; binding (percent of control), % at 10 µM; actives 0.48% (n = 310,000); AID 588358;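 active means binding more than 3 SD below its plate's average and above zero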;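 further: hits lower antibody fragment binding to DSG3; some compounds called inactive have numbers as strong as hits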
# Target sequence (P32926 whole entry, looked up, the tested form may be a part): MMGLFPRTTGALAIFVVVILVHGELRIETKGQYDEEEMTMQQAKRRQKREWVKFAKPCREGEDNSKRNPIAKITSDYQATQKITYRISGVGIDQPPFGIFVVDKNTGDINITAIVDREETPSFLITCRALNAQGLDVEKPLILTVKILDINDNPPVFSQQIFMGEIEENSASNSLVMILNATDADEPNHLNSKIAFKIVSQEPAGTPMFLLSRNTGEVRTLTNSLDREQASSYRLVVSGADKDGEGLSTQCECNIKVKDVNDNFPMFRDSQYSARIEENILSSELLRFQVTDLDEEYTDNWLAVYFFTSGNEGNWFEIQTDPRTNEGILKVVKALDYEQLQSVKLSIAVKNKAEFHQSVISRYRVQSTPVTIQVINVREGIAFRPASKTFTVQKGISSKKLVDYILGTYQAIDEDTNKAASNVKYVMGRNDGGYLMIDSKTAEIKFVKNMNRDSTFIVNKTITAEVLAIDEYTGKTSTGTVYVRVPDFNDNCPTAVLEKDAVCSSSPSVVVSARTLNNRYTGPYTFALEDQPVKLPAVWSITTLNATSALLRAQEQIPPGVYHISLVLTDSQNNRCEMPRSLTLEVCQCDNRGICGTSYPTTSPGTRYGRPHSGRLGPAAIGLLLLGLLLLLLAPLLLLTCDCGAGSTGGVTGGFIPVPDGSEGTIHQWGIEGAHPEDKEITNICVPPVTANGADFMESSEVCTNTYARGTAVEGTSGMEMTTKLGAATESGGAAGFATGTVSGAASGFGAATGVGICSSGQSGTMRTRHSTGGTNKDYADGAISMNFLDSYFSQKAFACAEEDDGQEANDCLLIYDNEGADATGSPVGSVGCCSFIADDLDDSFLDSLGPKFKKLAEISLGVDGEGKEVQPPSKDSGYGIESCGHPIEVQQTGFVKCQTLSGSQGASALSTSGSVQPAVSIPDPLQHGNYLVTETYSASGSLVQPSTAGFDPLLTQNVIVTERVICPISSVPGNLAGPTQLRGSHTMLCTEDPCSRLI
# Arr AP2 block = blocks beta-arrestin peptide binding to AP2 adaptin. inhibition, % at 10 µM. actives 0.31% (n = 340,000). FITC-arrestin peptide / GST-AP2 beads, flow cytometry; AP2 beta2 appendage carries R879A mutation;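 active means inhibition above a set limit, near 3 SD of compounds lacking own fluorescence, cut at about 54% in these data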;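 further: plate controls were DMSO wells for no effect and 5 µM unlabelled arrestin peptide for full effect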
#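 Material – GST-tagged AP2 beta2-adaptin appendage (R879A) on 4 µm glutathione beads · Probe or stimulus – fluorescein-tagged arrestin peptide at 50 nM final · Timing – 12 min plus 1 h, RT · Detection – bead flow cytometry, FITC channel · Read-out basis – inhibition as reduced fluorescein signal on beads, percent · Medium – PBS plus Tween 20 (0.05%) and BSA (0.1%)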
# An asterisk follows results filed as active; x = no result given.
SMILES	PKA-R1A act	AddAB inh	phage Ecoli inh	Tat transport	OPRM1-OPRD1 ag	PfHsp90 yeast 2	MOR-DOR inv ag	Ecoli viability	SUMO Mot1 rescue	DSG3 Ab inh	Arr AP2 block
COC(=O)c1cc2oc3ccccc3c2n1CC(=O)Nc1ccccc1OC	0	3.3	1.5	1	-2.0	-8	11	3.0	6	78	6
O=S1(=O)C[C@@H](O)[C@@H](Nc2ccccc2)C1	x	0.2	3.3	x	x	x	x	0.3	-10	113	30
Cc1oc(C(C)(C)C)cc1C(=O)N1CCCC1C(=O)O (centres undefined)	2	1.2	1.5	-1	-1.9	8	10	-1.0	-14	x	5
CC1(C)Cc2ccccc2C(=NC(Cc2ccccc2)C(=O)O)N1 (centres undefined)	-10	0.7	-2.3	-5	-1.9	-4	9	2.7	-4	118	19
CC(OC(=O)c1ccccc1NS(=O)(=O)c1cccc(N)c1)C(=O)N(C)Cc1ccccc1 (centres undefined)	-7	2.0	2.5	0	-2.0	-24	10	-1.0	-2	99	9
CC(C)N(C(=O)Cn1cc(SCC(=O)NCc2ccco2)c2ccccc21)C(C)C	-2	-1.2	-0.3	0	-0.9	-10	4	-3.3	8	x	-20
COc1ccccc1N(CC(=O)NC(C)(C)C)C(=O)c1ccc(Cl)nc1	-3	1.8	0.1	-5	-1.1	x	5	-1.5	6	119	-18
COCCCn1c(C(=O)NCCC2=CCCCC2)cc2c(=O)n3ccccc3nc21	2	1.2	-0.2	-2	-3.5	-9	18	-1.3	48	83	-8
COc1ccc(S(=O)(=O)Nc2cccc(-n3cnnn3)c2)cc1	3	1.9	0.9	-2	-1.0	-4	6	-1.1	-8	98	4
Cc1cc(NC(=O)c2cnn3c(C(F)(F)F)cc(-c4ccccc4)nc23)no1	-6	-2.5	-0.2	9	2.7	-2	-16	-1.1	288	98	0
O=C(O)C1CCCCC1C(=O)NCCc1ccc(F)cc1 (centres undefined)	-11	3.9	1.9	2	-2.9	-16	15	0.5	-7	107	1
CNC(=O)CSc1nnc(-c2cccc(S(=O)(=O)N3CCOCC3)c2)n1-c1ccc(F)cc1	-3	1.5	2.5	-4	-2.2	5	12	0.2	-7	97	1
CC1CCN(Cc2nnnn2-c2ccc(Cl)cc2)CC1	7	4.7	2.4	5	-0.9	-2	4	0.9	30	107	-5
COc1ccc(NC(=O)Nc2ccccc2F)c([N+](=O)[O-])c1	-10	5.4	5.0	7	3.9	-17	-27	-0.9	9	84	2
O=C(c1ccc(Br)o1)N1CCN(c2ccc(F)cc2)CC1	-8	3.3	2.8	-4	-0.1	x	0	0.0	-1	x	1
O=C(Nc1ccc(N2CCN(C(=O)c3ccco3)CC2)cc1)c1ccccc1	7	-0.7	-1.9	-6	0.5	-16	-3	0.0	41	102	33
CC(=O)Nc1cccc(NC(=O)C2C3C=CC(C3)C2C(=O)O)c1 (centres undefined)	3	1.2	1.2	1	-2.5	0	11	1.6	-18	98	4
O=C(N/N=C1\CCCCc2ccccc21)c1ccccn1	-13	3.1	0.9	2	0.9	-1	-5	0.3	150	117	27
CCc1nnc(NC(=O)c2cccc(S(=O)(=O)N3CCCC3)c2)s1	9	5.5	0.1	-2	-1.0	9	6	-0.2	9	83	18
O=S(=O)(c1ccccc1)N1CCN(Cc2cccc(Br)c2)CC1	x	4.0	1.2	x	x	x	x	3.0	-5	101	-6
Cc1ccc(-n2c(C)cc(C=C3C(=O)CC(C)(C)CC3=O)c2C)cc1	14	1.4	2.0	0	-2.4	14	13	1.2	-4	101	34
COc1ccc(N=CC2=C(O)CC(c3ccccc3)CC2=O)c(OC)c1 (centres undefined)	6	3.5	3.2	6	-2.5	11	13	-1.6	18	x	9
COc1ccc(-c2nc3ccccc3c(=O)n2CCc2ccc(O)cc2)cc1	3	-1.9	1.4	-6	-2.3	-13	12	-0.7	11	97	8
CCOC(=O)N/N=C(\C)c1ccc(OC(F)F)cc1OC(F)F	7	-2.6	2.9	6	0.5	10	-4	-2.4	2	102	4
CC(=O)c1ccc2c(c1)CCN2	-4	x	2.5	3	-0.8	15	4	x	x	114	3
CC(=O)Nc1ccc(S(=O)(=O)c2ccc(N)cc2)cc1	-7	0.5	3.3	3	-1.5	-6	8	-0.9	-5	92	9
Cc1ccc(OC(=O)COc2ccccc2)c(-n2nc3ccccc3n2)c1	-1	-0.2	1.4	-1	1.4	5	-8	-0.5	4	107	4
COc1ccc(/C=N/NC(=S)NCC2CCCO2)cc1 (centres undefined)	-1	2.3	1.9	5	-5.4	6	27	-3.8	-8	109	19
Cc1ccc(SCc2ccc(C(=O)NCc3cccnc3)cc2)cc1	-7	2.5	5.0	1	-2.0	14	11	2.4	333	122	-4
CCC(C(=O)OC)n1cnc2c(cnn2-c2ccc(Cl)cc2)c1=O (centres undefined)	-7	-0.7	1.9	-4	-1.3	-3	7	1.8	5	111	6
O=C(COC(=O)/C=C/c1cccc([N+](=O)[O-])c1)NCc1ccco1	2	-1.4	1.0	4	-0.2	6	1	1.2	-4	99	-15
O=C(O)CC/C(=N/NC(=O)CNC(=O)Cc1ccccc1)c1ccccc1	-3	0.4	1.9	-5	1.2	11	-6	-2.1	3	96	1
COc1ccc(-c2csc3ncn(CC(=O)N4CCOCC4)c(=O)c23)cc1	-9	-0.5	2.0	1	0.2	-47	-1	-1.3	33	95	-2
CC(=O)NC(CC(=O)Nc1ccc(S(=O)(=O)Nc2nccs2)cc1)c1ccccc1 (centres undefined)	-25	x	2.3	-8	0.3	9	-2	x	x	113	6
COc1cccc(-c2cc3nc4c(c(N5CCC6(CC5)OCCO6)n3n2)CCCC4)c1	8	0.6	1.7	12	2.9	36	-17	-3.9	-6	106	2
Cc1ccc(OCCC(=O)OCC(=O)Nc2ccc(C)cc2Cl)cc1	2	0.2	5.9	9	5.6	34	-38	0.7	50	106	-9
COCCCNC(=O)CN1C(=O)CSc2ccc(S(=O)(=O)N3CCOCC3)cc21	0	0.8	1.1	-3	-4.1	24	21	-1.3	-14	95	1
CC(C)n1ncc2c(C(=O)Nc3ccc(S(C)(=O)=O)cc3)cc(C3CC3)nc21	-1	0.4	1.8	4	-1.2	-6	5	-3.5	-2	100	5
CN1CCN(c2ccc([N+](=O)[O-])cc2/C=N/NC(=O)c2ccc(F)cc2)CC1	-2	x	-0.5	-9	-3.1	1	16	x	x	102	16
N#Cc1c(Cl)nsc1NCCN1CCOCC1	0	-0.7	0.1	-1	-3.1	17	14	-1.3	-5	96	34
CCN1C(=O)C(CC(=O)Nc2ccc(F)cc2)N(Cc2ccco2)C1=S (centres undefined)	1	1.4	-0.4	-6	-2.8	4	13	3.5	-19	78	24
COc1ccc(N2CCN(c3nc4c(c(=O)n(C)c(=O)n4C)n3CCCc3ccccc3)CC2)cc1	4	2.8	0.6	10	-2.2	-5	12	0.3	-9	112	4
Cc1noc(C)c1COC(=O)CN(C)S(=O)(=O)c1ccc(Cl)cc1	9	-0.8	1.9	-9	0.2	-9	-1	0.6	16	101	-2
O=C(c1ccc(Cl)c(S(=O)(=O)N2CCOCC2)c1)N1CCCCCC1	2	3.1	1.6	-1	-0.2	1	2	-1.6	-30	x	42
CC1S/C(=N/N=C/c2ccco2)N(Cc2ccc(F)cc2)C1=O (centres undefined)	2	3.3	0.1	-4	6.5	-19	-32	1.0	-3	x	6
CC(C)(C)c1ccc(-c2noc(-c3ccno3)n2)cc1	1	4.5	3.8	-3	4.8	-13	-24	-0.8	9	x	-8
O=C1CN(S(=O)(=O)c2cccc(Cl)c2Cl)CCN1	-4	x	1.3	3	-3.2	10	15	x	x	102	3
CC(Cc1ccccc1)N1CCCC1=O (centres undefined)	-6	x	2.6	9	-2.9	-7	15	x	x	100	-3
CC1(C)CC(NS(=O)(=O)c2ccc(C(C)(C)C)cc2)CC(C)(C)N1	5	1.7	-0.6	-1	-0.9	-30	4	0.8	-5	96	-8
COc1ccc(S(=O)(=O)Nc2cc(S(=O)(=O)N3CCOCC3)ccc2OC)cc1	2	1.2	1.6	4	-3.5	25	14	2.3	-19	102	0

# The list goes on.
SMILES	PKA-R1A act	AddAB inh	phage Ecoli inh	Tat transport	OPRM1-OPRD1 ag	PfHsp90 yeast 2	MOR-DOR inv ag	Ecoli viability	SUMO Mot1 rescue	DSG3 Ab inh	Arr AP2 block
CNC(=S)NNC(=O)c1ccc(C(C)(C)C)cc1	-16	1.4	1.2	-7	-3.7	2	19	-3.8	-2	112	-6
COc1cccc(C(=O)COC(=O)C(C)N2C(=O)c3ccccc3C2=O)c1 (centres undefined)	0	2.0	2.9	-2	0.8	-5	-4	1.1	3	107	8
COCCN1C(=O)N[C@@H](c2cccc(C(F)(F)F)c2)[C@H](C(=O)OC)[C@H]1C	-6	0.8	1.0	1	-2.2	24	13	-0.8	-2	102	0
O=C(Nc1ccccc1)C1=C[C@@H](c2coc3ccccc3c2=O)C[C@@H](OCc2ccc(CO)cc2)O1	-10	3.9	2.4	-5	-2.9	7	16	2.2	-9	97	19
COc1ccccc1C1C(C#N)=C(N)Oc2c1c(-c1ccccc1)nn2-c1ccccc1 (centres undefined)	0	0.4	-0.2	8	-1.6	-27	8	0.6	6	101	2
O=c1c2ccccc2nc2n1C(CSCc1ccccc1)CS2 (centres undefined)	-12	1.7	2.6	3	-1.6	-2	8	-0.7	3	91	13
COc1cc(OC)c(OC)cc1CN(C)CCc1ccccn1	12	2.1	-6.8	-11	0.6	-30	-2	-0.9	4	117	8
CCN(C(=O)c1ccco1)C1C2CC3CC(C2)CC1C3 (centres undefined)	-9	4.6	0.9	3	1.0	10	-5	-3.1	363	130	-2
CC(=O)c1ccc(Sc2ccccc2)cc1	-6	6.1	1.9	2	-0.2	-8	1	3.4	669	101	-2
O=C(NCc1ccccc1F)c1ccc2c(c1)OCO2	10	2.3	5.6	-10	-0.7	-12	4	2.3	-3	99	35
O=C(CSc1nnnn1C1CCCCC1)Nc1cccc(NC(=O)c2ccco2)c1	-9	1.4	4.4	-2	-1.7	-12	10	0.7	365	91	4
CC(C)Nc1nnc(SCC(=O)c2c[nH]c3ccccc23)s1	-2	4.6	2.9	2	-1.8	9	10	0.2	0	125	7

# Rows are unselected; about 2.8% have a hit in one of these screens.
